G9a block – G9a (human) methyltransferase inhibition. Q96KQ7. G9a H3K9 monomethylation, AlphaScreen, 2 h. Potency, µM (doses to about 102 µM), inactives show at the highest dose activity, negative = inhibition, actives largely listed as inhibitors. hit rate 8.8% among 350,000. AID 504332; further: on the % scale 0 is the no-effect control and ±100 the full control effect; nearly all actives have a fitted effect of over 75% in size
Target sequence (Q96KQ7 913-1193 limits assumed): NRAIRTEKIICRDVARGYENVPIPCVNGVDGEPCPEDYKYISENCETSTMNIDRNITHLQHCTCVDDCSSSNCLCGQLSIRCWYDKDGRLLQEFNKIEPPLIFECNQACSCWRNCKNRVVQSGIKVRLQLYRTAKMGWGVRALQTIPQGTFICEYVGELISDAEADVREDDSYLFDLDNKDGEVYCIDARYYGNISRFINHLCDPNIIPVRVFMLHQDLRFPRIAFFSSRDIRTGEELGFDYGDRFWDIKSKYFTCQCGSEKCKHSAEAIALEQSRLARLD
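Chemiluminescent proximity detection of H3K9 monomethylation, read after 10 min bead incubation in the dark. Reaction: 20 nM G9a, 500 nM biotin-H3K9 peptide, 20 uM SAM cofactor, 2 h, room temperature, following 15 min enzyme-compound preincubation.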
BAZ2B block – BAZ2B (human) inhibition; Q9UIF8; AlphaScreen BAZ2B-H3K14Ac peptide displacement; Potency, µM (top dose mostly 114 µM), for inactives: at the highest dose activity change, negative = inhibition, hits mostly inhibitors; hit rate 4.4% among 360,000; further: on the % scale 0 is the no-effect control and ±100 the full control effect; nearly all actives have a fitted effect of over 60% in size
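AlphaScreen displacement: compounds (up to 110uM) incubated 30 min at room temperature with a preformed 50 nM BAZ2B/50 nM biotinylated H3K14Ac peptide complex in PBS pH 7.4 with Tween-20. Donor and acceptor beads at 10 ug/mL final added, 20 min light-protected before reading.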
JMJD2A Tudor – blocks the human JMJD2A Tudor domain; O75164; AlphaScreen JMJD2A-Tudor / H3K4me3 peptide binding; Potency, µM (highest dose often 114 µM), without a hit: at the top dose activity change, negative = inhibition, hits mostly inhibitors; hit rate 4.4% among 390,000; further: on the % scale 0 is the no-effect control and ±100 the full control effect; nearly all actives have a fitted effect of over 50% in size
PGK inhibitor – inhibitors of T. brucei phosphoglycerate kinase | P07378 | PGK/GAPDH coupled, Kinase-Glo luminescence, 60 min | Potency, µM (series often up to 57.5 µM), for the others: top-dose activity change, negative = inhibition, usual class: inhibitors | hit rate 0.043% among 380,000; further: on the % scale 0 is the no-effect control and ±100 the full control effect; nearly all actives have a fitted effect of over 60% in size
Target sequence (P07378 whole entry, looked up): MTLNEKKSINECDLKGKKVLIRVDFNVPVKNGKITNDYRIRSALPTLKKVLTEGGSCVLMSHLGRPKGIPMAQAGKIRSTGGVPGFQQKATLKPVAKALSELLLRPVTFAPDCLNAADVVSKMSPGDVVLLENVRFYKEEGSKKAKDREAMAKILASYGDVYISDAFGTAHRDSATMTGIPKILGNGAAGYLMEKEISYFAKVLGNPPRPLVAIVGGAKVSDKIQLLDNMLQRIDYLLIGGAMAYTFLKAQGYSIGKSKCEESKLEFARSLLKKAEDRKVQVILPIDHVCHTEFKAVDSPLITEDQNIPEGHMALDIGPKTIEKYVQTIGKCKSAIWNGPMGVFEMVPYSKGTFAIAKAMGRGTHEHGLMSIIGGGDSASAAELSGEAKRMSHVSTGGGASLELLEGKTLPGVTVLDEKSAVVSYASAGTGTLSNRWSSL
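Recombinant glycosomal PGK reaction used 1,3-bisphosphoglycerate generated in-well by GAPDH (100nM final) in 100mM TEA pH 7.6, 5mM MgCl2, 0.01% Tween-20. After 60 minutes at room temperature, ATP was read by Kinase-Glo Plus luminescence end-point.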
Pin1 inh – blocks the human prolyl isomerase Pin1; hit rate 0.009% among 390,000; Pin1 FP peptide displacement, HiFluor488, 10 min; AID 504891; Potency, µM (titrated, usually from 115 µM), without a hit: at the top dose activity, negative = inhibition, hits mostly inhibitors; active means well fitted inhibition curve with a large enough effect in the polarisation, with a control signal flat, not every such curve was filed as active; inconclusive means small, poorly fitted or top-dose-only effect, or effect the other way, or a change in a side signal; inactive means no such curve, though single readings can be large or run the other way; the % refers to the polarisation; further: on the % scale 0 is the no-effect control and ±100 the full control effect
Target sequence (Q13526 whole entry, looked up): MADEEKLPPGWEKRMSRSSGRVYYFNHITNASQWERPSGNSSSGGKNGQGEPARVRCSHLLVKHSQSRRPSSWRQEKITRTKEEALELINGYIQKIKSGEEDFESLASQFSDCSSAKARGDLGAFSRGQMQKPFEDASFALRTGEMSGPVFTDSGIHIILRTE
BLM helicase inh – inhibitors of human Bloom syndrome helicase BLM; Potency, µM (highest dose often 56.1 µM), without a hit: at the top dose activity change, negative = inhibition, most hits filed as inhibitors; AID 2528; recombinant BLM DNA unwinding, fluorescence dequenching; hit rate 0.2% among 350,000; P54132;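 further: plate controls were vehicle for no effect and no enzyme for full effect; nearly all actives have a fitted effect of over 35% in size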
POLI inh – DNA polymerase iota (human) inhibition; Q9UNA4; Pol iota fluorescent replication assay, 10 min; Potency, µM (top dose mostly 115 µM), inactives show top-dose activity, negative = inhibition, hits mostly inhibitors; hit rate 1% among 390,000; AID 588590
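Fluorescent replication assay read twice, at 0 min and 10 min after adding 50 nM (final) substrate. Enzyme (10 nM) and compounds were first incubated 15 min at room temperature; enzyme-free buffer wells were negative controls.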
GLS inh – inhibitors of human glutaminase (GLS); O94925; GLS enzymatic activity, qHTS titration; Potency, µM (doses to about 45.5 µM), for the others: top-dose activity change, negative = inhibition, hits mostly inhibitors; hit rate 0.21% among 410,000; AID 624170; further: on the % scale 0 is the no-effect control and ±100 the full control effect
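hKGA in 45 mM KH2PO4 pH 8.2, 0.02% Tween-20 with pin-transferred compounds; 1 mM L-glutamine (stock) plus glutamate oxidase/HRP/Amplex Red coupling added. Fluorescence read initially and after 30 min at RT.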
HP1b binding inh – blocks HP1-beta chromodomain binding to methylated histone tails; P83916; AlphaScreen HP1-beta / biotin-H3K9me3 peptide binding; Potency, µM (top dose mostly 114 µM), for inactives: at the top dose activity change, negative = inhibition, usual class: inhibitors; hit rate 0.56% among 390,000; further: nearly all actives have a fitted effect of over 70% in size; inactives centre near 23
Target sequence (P83916 whole entry, looked up): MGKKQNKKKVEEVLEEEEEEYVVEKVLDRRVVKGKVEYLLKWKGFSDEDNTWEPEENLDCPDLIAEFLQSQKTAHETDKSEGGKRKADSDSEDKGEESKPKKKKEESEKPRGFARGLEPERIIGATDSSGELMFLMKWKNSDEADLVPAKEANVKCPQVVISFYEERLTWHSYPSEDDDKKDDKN
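AlphaScreen: HP1-beta (50 nM) preformed 30 min with biotin-H3(1-18)K9me3 peptide (50 nM) in PBS pH 7.4, 0.01% Tween-20. Compound added for 30 min at RT, then streptavidin donor/nickel chelate acceptor beads (10 ug/mL) for 30 min.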
* marks the source's active call; other numbers are inactive results; i = inactive; ? = inconclusive; . = no result given; & = joins results of further samples; [ ] = another dose, or the depositor's remark. Unless noted, the call rests on the fitted dose curve; in most records, active means well fitted curve in the direction sought with a large enough effect; inconclusive means small, poorly fitted or top-dose-only effect, or another doubt; inactive means no such curve, though single readings can be large; an effect the other way counts as inactive or inconclusive. Potency means the concentration at half of the fitted maximal effect. Not all compounds are listed (hit frequency here may not be typical).

SMILES	G9a block	BAZ2B block	JMJD2A Tudor	PGK inhibitor	Pin1 inh	BLM helicase inh	POLI inh	GLS inh	HP1b binding inh
O=C(Nc1nnc(Cc2ccccc2)s1)c1cccs1	7.1%[59 µM]	1.7%	9.8%	0.2%	3.1%	-3.4%	6.9%	-3.9%	31.4%
C/C(=N/NC(=O)c1cccs1)c1ccco1	-4.4%[59 µM]	-3.8%	-14.0%	-10.1%	-8.4%	0.3%	10.8%	6.7%	16.8%
CCOc1cc(C(=O)Nc2ccc(S(=O)(=O)Nc3nnc(CC)s3)cc2)cc(OCC)c1OCC	?	-1.3%	25.1µM*	-4.3%	-17.3%	-1.6%	3.6%	-10.4%	43.7%[activator]
O=C(Nc1nnc(-c2ccccc2F)s1)C1CCCO1 (centres undefined)	?	-0.1%	-32.6%	-11.7%	?	1.1%	50.1µM*	3.4%	-12.5%
Cc1c(C(=O)OC2CCCC2)[nH]c2c1C(=O)CC(c1ccco1)C2 (centres undefined)	?	?	?	-16.1%	6.9%	-14.6%	?	-4.5%	4.0%
O=C(Nc1nc(-c2ccccc2)c(-c2ccccc2)o1)c1ccc(F)cc1	-1.5%	-36.7%	-35.1%[11.4 µM]	-1.3%	1.2%	-7.7%	4.2%	?	?
COC(=O)c1cn(NC(=O)Cc2cccc(OC)c2)c(=O)c2ccccc12	-3.6%	7.8%	-12.6%	i	-2.4%	-0.3%	27.1%	0.4%	34.7%
COC(=O)C1=C[C@@H](C(=O)OC)[C@@H]2C3=C(C(=O)C2(C)C)[C@H](c2ccccc2)[C@@H]2C(=O)N(C)C(=O)[C@@H]2[C@@H]3C1	.	.	-1.4%&-8.3%	-2.3%	-24.5%&-11.3%	-3.1%	14.8%&14.8%	3.5%	38.5%&38.9%
O=c1[nH][nH]c(-c2ccccc2O)c1C(C[N+](=O)[O-])c1ccc(Cl)cc1Cl (centres undefined)	-12.2%[59 µM]	?	-19.9%	4.1%	-8.7%	-7.8%	10.4%	-0.1%	10.9%
CC(=O)c1c(N2CCN(C)CC2)nc(=S)n(-c2cc(C)ccc2C)c1C	?	-16.7%	?	i	5.7%	-3.0%	8.2%	1.4%	30.5%
COC(=O)c1ccc(-c2noc(CN(C)CC3CCCCO3)n2)cc1 (centres undefined)	-1.4%[12.7 µM]	-11.6%	-6.3%	12.1%	2.3%	-5.3%	-9.8%	6.9%	22.3%
CN(C)/C=N/c1nc(Sc2ccc(C(F)(F)F)cc2[N+](=O)[O-])n[nH]1	-1.4%	-1.8%	-9.7%	3.7%	7.6%	-3.4%	156.5%[activator]	1.4%	10.6%
CCOC(=O)c1c(S(=O)(=O)N2CCCC(C)C2)c(C)n(C)c1C (centres undefined)	0.7%[59 µM]	-2.2%	-2.2%	-1.3%	6.2%	0.6%	33.0%[activator]	-10.3%	20.8%
Cc1noc(NC(=O)c2ccccc2C(F)(F)F)c1C#N	21.4%[59 µM]	-31.8%	-11.1%	i	-3.0%	-2.3%	73.5%[activator]	17.9%	13.0%
O=C(O)CC(=O)Nc1cc(Cl)ccc1O	6.0%[12.7 µM]	3.1%	?	0.7%[11.5 µM]	0.3%	1.4%	-7.0%	33.2%[activator]	12.4%
CCN(CC)C(=O)CSc1nc(-c2ccc(C)cc2)nc2c1Cc1c(CO)cnc(C)c1O2	14.1µM*	44.7µM*	?	7.9%	?	-2.0%	-4.1%	-2.8%	-1.5%
CC(NC(=O)CN1C(=O)NC(c2ccccc2)(c2ccccc2)C1=O)c1cccs1 (centres undefined)	10.3%[12.7 µM]	-7.9%	-12.1%	5.6%	-5.5%	.	4.7%	2.0%	33.4%
COc1ccc(NS(=O)(=O)c2ccc3c(c2)CCCN3C(C)=O)cc1	-1.6%	-14.6%	0.0%	i	-4.8%	0.0%	-15.8%	7.0%	10.3%
COc1ccc(-c2cc(C(=O)N(C)Cc3ccc(F)cc3)c3ccccc3n2)cc1OC	.	.	4.4%	4.4%	2.7%	.	10.6%	0.7%	53.3%[activator]
COc1ccc(C2C=C(C)Nc3nc4ccccc4n32)cc1 (centres undefined)	0.5%	-18.5%	-11.1%	-4.6%	-9.9%	-3.2%	-3.4%	7.3%	27.2%
CCOCCCNC(=O)C1(O)c2ccccc2NC(=O)N1c1ccc(Cl)c(Cl)c1 (centres undefined)	-1.6%[12.7 µM]	-1.5%	-3.5%	8.9%	0.7%	-0.3%	41.3%[activator]	4.0%	20.8%
C[C@@H](C(=O)Nc1ccc2ccccc2c1)[C@@H]1C[C@@]1(C)[C@@H](NC(=O)OCc1ccccc1)c1ccccc1	-7.2%	-3.1%	-31.2%	-2.1%	15.2%	-8.5%&-7.3%	32.2%[activator]	4.4%	5.6%
COc1cccc(COC(=O)c2cc(S(=O)(=O)N3CCCCC3)ccc2N2CCOCC2)c1OC	-32.3%	3.8%	-14.4%	-1.2%	14.1%	.	-17.4%	1.6%	-6.0%
O=C(c1cccc(C(F)(F)F)c1)N1CCN(c2cc(=O)[nH]nc2-c2ccccc2)CC1	98.1%[activator][59 µM]	-3.9%	-9.4%	6.2%	1.7%	0.7%	5.6%	2.9%	43.8%[activator]
CC(=O)c1ccc(OCc2cc(C(=O)N(C)C(C)c3nccs3)no2)cc1 (centres undefined)	-2.1%[12.7 µM]	-35.4%	-16.2%	1.0%	-0.6%	-3.6%	19.0%	-9.9%	67.3%[activator]

Additional structures.
SMILES	G9a block	BAZ2B block	JMJD2A Tudor	PGK inhibitor	Pin1 inh	BLM helicase inh	POLI inh	GLS inh	HP1b binding inh
Cn1nc(C(=O)NCc2ccccc2Cl)c2c1-c1ccccc1S(=O)(=O)C2	-27.9%[59 µM]	-2.6%&-6.9%	-5.5%&-5.6%	-4.7%&0.5%	-6.0%&3.5%	-2.1%&-2.4%	-6.8%&3.7%	-3.6%&-14.1%	29.4%&7.5%
COc1ccc(CCNC(=O)CCn2c(=O)c3ccccc3n(Cc3ccccc3F)c2=O)cc1OC	-8.9%[59 µM]	2.9%	-13.0%	1.4%	-3.9%	-9.5%	13.2%	3.7%	21.1%
COc1ccc(S(=O)(=O)N2CCN(Cc3nc4ccc(C)cc4o3)CC2)cc1OC	0.8%[59 µM]	-8.7%	-20.2%	-9.3%	-0.8%	0.6%	1.3%	-7.8%	1.2%
CN(CCC#N)C(=S)Nc1ccc(Oc2ccccc2)cc1	-6.8%[59 µM]	0.2%	-20.0%	-0.2%	-2.8%	-2.2%	-5.6%	10.3%	19.4%
CCn1c(CNC(=O)C23CC4CC(CC(C4)C2)C3)nnc1SCC(=O)Nc1ccc(OC)cc1	4.3%[59 µM]	-4.6%	-11.8%	-6.3%	0.3%	-0.3%	18.8%	5.0%	38.4%
COC(=O)C(C(=O)NCC1CCCO1)C1CCCC1 (centres undefined)	4.4%[12.7 µM]	3.7%	-7.3%	-1.0%	3.6%	-0.3%	9.6%	3.5%	24.7%
Cc1ccccc1Nc1sc(C(=O)c2ccccc2)c(N)c1S(C)(=O)=O	19.3%[59 µM]	1.6%	-3.7%	-7.2%	-0.5%	-1.4%	19.8%	0.7%	21.5%
COC(=O)c1ccc(NC(=S)NCCC2=CCCCC2)cc1	43.4%[0.501 µM]	-28.4%[57.1 µM]	-8.9%	3.5%[11.5 µM]	?	-1.0%	3.5%	7.1%	38.0%[activator]
COc1ccc(CCN2C(=O)C3C4CC(C5C(C(=O)O)=NOC45)C3C2=O)cc1OC (centres undefined)	?	13.5%	-20.5%	4.5%	3.6%	-0.2%	5.5%	4.6%	24.8%
CC(=O)NCC(=O)OCC(=O)c1ccc(Cl)cc1	.	-18.5%	-4.8%	-2.4%	-5.2%	4.1%	4.3%	4.1%	21.6%
O=C(C1=C(O)C(=O)N(Cc2ccccc2)C1c1cccnc1)c1ccco1 (centres undefined)	.	.	-11.0%	-1.8%	-5.8%	.	45.4%[activator]	5.5%	9.2%
COc1ccc(S(=O)(=O)NCCc2c[nH]c3ccc(Cl)cc23)cc1	11.6%	-29.0%	-20.7%	-2.7%	2.9%	-8.0%	107.4%[activator]	-0.3%	9.8%
C/C(=N\NC(=O)Cn1nc(C)c([N+](=O)[O-])c1C)c1ccc(O)cc1	6.8%	-2.7%	-16.4%	-8.6%	2.7%	-0.7%	3.3%	-8.1%	26.5%
CCOC(=O)c1c(-c2ccc(C)cc2)csc1NC(=O)c1cc(=O)c2cc(C)cc(C)c2o1	7.08µM*	12.4%	-9.7%	i	-1.9%	1.9%	28.0%	-1.0%	?
O=C(CN1C(=O)COc2ccc(S(=O)(=O)N3CCCCCC3)cc21)NCc1ccc(F)cc1	19.9%	-4.6%&2.6%	-20.4%&0.0%	-5.3%	-1.6%&-2.5%	-3.7%&2.7%	4.5%&2.3%	1.4%&5.5%	43.7%&47.6%[activator]
COc1cc(CN2CCNC(=O)C2CC(=O)NC2CCCCC2)cc(OC)c1 (centres undefined)	.	-20.8%	-9.7%	2.0%	0.7%	0.3%	5.2%	3.0%	31.1%[activator]
CCNC(=O)OCC12CC3CC(CC(C3)C1)C2	27.6%[59 µM]	1.6%	-20.1%	-7.0%	-2.7%	0.1%	-6.5%	13.4%	36.1%[activator]
CCc1cc2c(Sc3nc4ccccc4s3)ncnc2s1	.	5.7%	10.0%	-2.4%	5.5%	-0.3%	-2.4%	-7.8%	56.9%[activator]
CC(=O)ONC(=Nc1ccccc1)c1nonc1N	-0.7%[12.7 µM]	1.8%	-1.4%	0.2%	-6.5%	-6.9%	14.9%	9.7%	21.9%
CCN(Cc1cnn(C)c1)Cc1nc(C2(c3ccc(C)cc3)CCCC2)no1	.	1.2%	-20.7%	-4.5%	-0.5%	-5.4%	47.8%[activator]	-9.9%	32.8%
COc1ccc(/C=N/NC(=S)Nc2cc(S(=O)(=O)N3CCOCC3)ccc2N2CCOCC2)cc1O	-4.0%[59 µM]	-31.2%	-30.1%	6.8%	7.4%	-3.4%	19.4%	29.8%	15.6%

Source: PubChem
